MITF inh = human MITF inhibition, primary screen; O75030; AlphaScreen MITF homodimerization, bead proximity signal; inhibition, % at 2.6 µM; 650,000 tested, 0.91% active; in the data active = inhibition above about 50%;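 note: 0% = vehicle wells with protein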
Target sequence (O75030 whole entry, looked up): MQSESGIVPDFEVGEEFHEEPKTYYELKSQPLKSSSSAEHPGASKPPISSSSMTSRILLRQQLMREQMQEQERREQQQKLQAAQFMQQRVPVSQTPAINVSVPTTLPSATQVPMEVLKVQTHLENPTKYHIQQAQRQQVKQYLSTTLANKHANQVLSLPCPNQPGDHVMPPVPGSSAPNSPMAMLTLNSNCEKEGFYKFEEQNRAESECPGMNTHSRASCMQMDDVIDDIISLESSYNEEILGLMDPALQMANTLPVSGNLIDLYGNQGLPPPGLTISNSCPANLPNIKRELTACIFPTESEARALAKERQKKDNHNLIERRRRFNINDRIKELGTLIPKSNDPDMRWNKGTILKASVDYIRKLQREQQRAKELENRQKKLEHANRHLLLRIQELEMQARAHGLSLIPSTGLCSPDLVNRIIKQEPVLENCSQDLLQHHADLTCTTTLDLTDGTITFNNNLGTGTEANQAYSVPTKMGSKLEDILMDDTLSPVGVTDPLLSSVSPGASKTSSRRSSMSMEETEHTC
TEAD-YAP block = TEAD-YAP interaction inhibition; HEK-TIYL cells, TEAD-Gal4/YAP UAS-luciferase luminescence; inhibition, % at 9.12 µM; 640,000 tested, 1.4% active; AID 1259422; in the data active = inhibition above about 32%;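 note: 0% = median of test compound wells and 100% = reference inhibitor wells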
FBW7 activator = human FBW7 E3 ligase activation, primary screen. AID 1259310. normalized activity (activation), % at 26.1 µM. AlphaScreen FBW7–phospho-cyclin E peptide binding, activator screen. Q969H0. 650,000 tested, 0.13% active; in the data active = normalized activity above about 1.9%;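 note: purified mutant Fbw7 with reduced substrate affinity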
GPR151 ag = activators of human GPR151; PathHunter beta-arrestin GPR151 cells, luminescence; 650,000 tested, 1% active; activation, % at 11.2 µM; in the data active = activation above about 4.9%;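 note: 0% = median of compound wells and 100% = cells with positive control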
Target sequence (Q8TDV0 whole entry, looked up): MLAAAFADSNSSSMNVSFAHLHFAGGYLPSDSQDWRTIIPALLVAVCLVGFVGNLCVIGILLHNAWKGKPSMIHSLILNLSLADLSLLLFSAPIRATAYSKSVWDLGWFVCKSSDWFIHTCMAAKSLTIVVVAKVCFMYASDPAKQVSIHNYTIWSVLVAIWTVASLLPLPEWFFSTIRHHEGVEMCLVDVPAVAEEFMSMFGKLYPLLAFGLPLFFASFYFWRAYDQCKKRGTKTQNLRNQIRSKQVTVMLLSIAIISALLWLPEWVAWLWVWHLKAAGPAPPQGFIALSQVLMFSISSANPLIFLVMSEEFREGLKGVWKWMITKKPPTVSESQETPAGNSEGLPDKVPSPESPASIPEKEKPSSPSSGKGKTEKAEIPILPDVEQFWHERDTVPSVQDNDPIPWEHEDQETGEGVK
An asterisk follows results filed as active; & = joins results of further samples.

Results follow in this order: MITF inh	TEAD-YAP block	FBW7 activator	GPR151 ag
1) CCN(CC)S(=O)(=O)c1nnc(NC(=O)c2cccc3ccccc23)s1
    0.7	-9.2	-0.1	0.0
2) CN1CCN(c2ccc(-c3cnn4c(NCCc5cccnc5)ccnc34)cn2)CC1
    -24.3	8.9	-0.3	-1.5
3) COc1ccc(CCNC(=O)c2csc(-c3c(C)nn(C)c3C)n2)cc1
    5.5	-7.0	0.1	-1.5
4) O=C(NCCCc1ccccc1)C(=O)NCC(c1ccco1)N1CCOCC1 (stereo not given)
    -5.0	-3.8	0.0	0.5
5) O=C1CSc2nnc(C3COc4ccccc4O3)n2N1 (stereo not given)
    1.9	1.0	0.8	-1.9
6) O=C(Oc1ccc(Cl)cc1Cl)c1ccc(Br)o1
    4.3	7.4	-0.1	0.8
7) CC(C)Cc1nc2ccccc2n1C(C)C
    1.5	-9.1	0.0	2.1
8) O=C(c1cc(Cl)sc1Cl)N1CCN(c2nc3ccccc3s2)CC1
    1.4	5.9	0.0	1.3
9) COc1ccc2nc(Nc3nc(C)c(C(C)=O)c(C)n3)nc(C)c2c1
    7.3	-10.2	0.0	-0.2
10) CC1CCN(C(=O)CSc2nnc(-c3ccncc3)n2C)CC1
    8.3	-4.8	0.5	1.2
11) CCc1ccc(N(CC(=O)Nc2ccccc2C(N)=O)S(C)(=O)=O)cc1
    4.8	2.9	-0.2	1.4
12) CC(=O)c1cccc(-n2c(=O)c(C#N)cc3c(=O)n4cccc(C)c4nc32)c1
    4.9	7.5	-0.2	1.4
13) COc1ccc(-n2nc(C(=O)NCc3ccccn3)c3ccccc3c2=O)c(OC)c1
    -7.7	-6.2	-0.3	0.4
14) CCOC(=O)C(=CN1CC(C)Oc2ccc(Cl)cc21)C(=O)OCC (stereo not given)
    -2.6	-8.0	0.2	1.9
15) CCN(CCC(=O)Nc1cccc(OC)c1)Cc1ccccc1
    -11.4	5.2	-0.1	2.1
16) O=C(CN1CCCCCC1)N/N=C/c1ccc(F)cc1F
    16.2	-18.1	-0.2	0.7
17) C=CCN(c1ccccc1)S(=O)(=O)c1ccc2[nH]cc(C(=O)NCc3ccc(F)cc3)c(=O)c2c1
    2.1	-4.4	-0.3	3.8
18) O=C(NC(=S)Nc1cc(-c2nc3ccccc3o2)ccc1Cl)c1cc2ccccc2o1
    4.4	-47.5	-0.2	2.8
19) Cc1ccc(S(=O)(=O)NCCc2csc(-c3cccnc3)n2)c(C)c1
    -0.9	-5.6	-0.1	0.1
20) COc1ccc(N2C(=O)C(Cl)=C(N3CCOCC3)C2=O)cc1
    2.0	11.5	0.4	-0.4

7 compounds drawn at random from the list so far:
Results follow in this order: MITF inh	TEAD-YAP block	FBW7 activator	GPR151 ag
11) CCc1ccc(N(CC(=O)Nc2ccccc2C(N)=O)S(C)(=O)=O)cc1
    4.8	2.9	-0.2	1.4
9) COc1ccc2nc(Nc3nc(C)c(C(C)=O)c(C)n3)nc(C)c2c1
    7.3	-10.2	0.0	-0.2
5) O=C1CSc2nnc(C3COc4ccccc4O3)n2N1 (stereo not given)
    1.9	1.0	0.8	-1.9
13) COc1ccc(-n2nc(C(=O)NCc3ccccn3)c3ccccc3c2=O)c(OC)c1
    -7.7	-6.2	-0.3	0.4
17) C=CCN(c1ccccc1)S(=O)(=O)c1ccc2[nH]cc(C(=O)NCc3ccc(F)cc3)c(=O)c2c1
    2.1	-4.4	-0.3	3.8
12) CC(=O)c1cccc(-n2c(=O)c(C#N)cc3c(=O)n4cccc(C)c4nc32)c1
    4.9	7.5	-0.2	1.4
7) CC(C)Cc1nc2ccccc2n1C(C)C
    1.5	-9.1	0.0	2.1

New compounds follow
Results follow in this order: MITF inh	TEAD-YAP block	FBW7 activator	GPR151 ag
21) O=C(/C=C/c1cccs1)Nc1nc2c(F)cccc2s1
    11.9	-34.1	-0.1	1.2
22) CCOC(OCC)P(=O)(C(C)C)C(C)C
    -8.4	-7.0	-0.1	0.5
23) O=C(OCc1ccc([N+](=O)[O-])cc1)c1ccccc1[N+](=O)[O-]
    13.5	3.5	-0.2	0.7
24) CSc1sc(C)cc1C1C(C(=O)Nc2ccc(F)cc2)=C(C)NC2=C1C(=O)CC(c1ccccc1)C2 (stereo not given)
    -13.9	4.0	0.3	1.2
25) CC1CCC2(CC1)NC(=O)N(CN1C(C)CCCC1C)C2=O (stereo not given)
    16.6	-0.6	0.0	-1.3
26) O=C(Cc1ccc(NC2=NC3CS(=O)(=O)CC3S2)cc1)NCCc1ccco1 (stereo not given)
    -5.9	6.7	-0.1	-1.2
27) COc1ccccc1/C=C1/C=C(c2ccc3ccccc3c2)OC1=O
    22.7	-10.0	0.3	0.0
28) CCOC(=O)N/N=C/c1c(F)cccc1Cl
    21.4	-10.9	0.1	-1.7
29) Cc1ccc(C(=O)NCCc2ccccc2)c(NCc2cccnc2)n1
    2.9	-1.4	0.5	-0.3
30) OC(COCC1COc2ccccc2O1)CN1CCN(Cc2ccccc2)CC1 (stereo not given)
    1.0	1.9	0.9	-0.7
31) Cc1ccc(CNC(=O)CCS(=O)(=O)c2ccc3c(c2)n(C)c(=O)c(=O)n3C)cc1
    -40.7	0.7	-0.1	-2.4
32) Cn1ncc2c(NNC(=O)c3ccc(C(C)(C)C)cc3)ncnc21
    -4.6	-2.7	-0.2	1.0
33) CC(CCc1ccccc1)Nc1nc(N2CCOCC2)nc(N2CCOCC2)n1 (stereo not given)
    -7.1	0.4	-0.2	0.3
34) CC1=NN(c2ccc(S(N)(=O)=O)cc2)C(=O)/C1=C/c1ccc(-c2ccc3c(c2)C(=O)OC3)o1
    13.2	2.4	0.1	-0.6
35) COc1ccc(C(=O)OCC(=O)c2cc(F)ccc2F)c(OC)c1OC
    -9.3	-5.4	-0.1	1.7
36) COc1cc(C(=O)Nc2c(C)nc3cc(C)ccn3c2=O)cc(OC)c1OC
    5.0	7.7	0.1	-1.0
37) CCOC(=O)N1CCc2c(sc(NC(=O)c3ccc(S(=O)(=O)N(CC(C)C)CC(C)C)cc3)c2C(=O)OC)C1
    2.2	9.4	-0.1	-0.2
38) CCOC(=O)/C(N=Nc1ccc(Cl)c(Cl)c1)=C(\C)O
    9.1	-9.2	-0.1	0.4
39) CCOC(=O)/C=C(/C)Nc1cc(-c2ccccc2)nn1Cc1ccccc1
    -12.9	-7.6	-0.2	-0.3
40) COc1cc(CN2CCc3nc(N4CCC(C)CC4)[nH]c(=O)c3C2)ccc1O
    -5.4	-11.2	0.1	-1.1
41) CC(=O)OC12CC3CC(C1)C(=O)C(C3)C2
    2.8	-0.3	-0.1	0.5
42) COc1ccc(C2NC(=O)c3c(sc4c3CCC(C(C)(C)C)C4)N2)c(OC)c1 (stereo not given)
    5.1	3.8	-0.4	1.5
43) COc1ccc(-c2ccc(C(=O)Nc3cnc4ccccc4c3)cc2)cc1
    8.2	-17.8	-0.1	1.4
44) Cc1nnc(SCc2nc(N)nc(Nc3ccccc3)n2)s1
    2.0	-40.9	0.1	1.3
45) COC(=O)C(C)N1C(=O)S/C(=C/c2cccn2-c2ccc(OC)cc2)C1=O (stereo not given)
    16.9	-0.1	-0.5	-0.8
46) Cc1cc(C)n(-c2nnc(C)n2NS(C)(=O)=O)n1
    4.9	6.9	0.1	4.5
47) CC1=CC(C2CC(=O)N(c3ccc(Cl)cc3)C2=O)CC2C(=O)N(c3ccc(Cl)cc3)C(=O)C12 (stereo not given)
    10.4	3.9	0.0	1.2
48) CN1CCN(C(=O)C(=O)Nc2ccc3c(c2)OCO3)CC1
    8.7	-23.9	0.2	-2.7
49) C/C(CC(C)C)=N\NC(=O)CCC(=O)Nc1ccccc1Cl
    -3.7	-3.9	0.1	-1.2
50) CCOC(=O)C1=C(C)NC2=C(C(=O)C(C(=O)OC)C(C)C2)C1c1ccccc1Cl (stereo not given)
    1.2&2.4	18.8&4.9	0.2&0.2	0.0&1.3
51) O=C(c1cccc([N+](=O)[O-])c1)N1c2ccccc2Sc2ccc(C(F)(F)F)cc21
    12.7	1.6	0.2	-0.9
52) CC(C)CCC(O)(CCC(C)C)C(=O)NN(C(=O)c1ccccc1C(=O)O)c1ccccc1
    22.4	-3.0	0.1	-1.6
53) FC(F)Oc1ccccc1C1CC(c2ccc(Br)cc2)Nc2nnnn21 (stereo not given)
    0.8	-1.5	-0.1	0.9
54) COc1cccc(C(=O)NCc2n[nH]c(=S)n2-c2ccc(Cl)c(Cl)c2)c1
    0.1	-8.2	0.1	1.7
55) COc1cc(OC)c(NC(=O)C(Cl)(Cl)Cl)cc1Cl
    11.6	-7.3	0.6	-0.3
56) COc1ccc(C(=O)NCc2ccco2)cc1
    -8.2	-19.1	-0.1	0.8
57) Cc1c(C(=O)O)oc2ccc(S(=O)(=O)NCC3COc4ccccc4O3)cc12 (stereo not given)
    5.5	-2.3	0.1	-0.6
58) CN1CCC(CNC(=O)c2cccc(-n3cc(Nc4nnnn4-c4ccccc4)cn3)c2)CC1
    -1.9	-2.2	-0.2	0.3
59) O=C(Nc1ccc2c(c1)CCC2)c1cc(-c2ccc(Cl)cc2)nc2ccccc12
    7.7	0.3	0.0	0.2
60) CCn1cc(CN2CCN(CCC(C)C)C(CCO)C2)c2ccccc21 (stereo not given)
    9.8	4.7	0.1	-0.4

A few values from above.
For GPR151 ag, #42 reads 1.5
For GPR151 ag, #57 reads -0.6
For GPR151 ag, #55 reads -0.3
For TEAD-YAP block, #44 reads -40.9

Other entries.
Results follow in this order: MITF inh	TEAD-YAP block	FBW7 activator	GPR151 ag
61) NC(=O)NC(CC(=O)Nc1ccc(Oc2ccccc2)cc1)c1ccc(Cl)cc1 (stereo not given)
    -9.9	-23.1	0.1	-1.4
62) CCn1nnc(NC(=O)c2cccnc2Cl)n1
    -2.7	-7.2	-0.2	0.2
63) O=C(NCCCN1CCCC1)c1cc(-c2ccncc2)nc2ccccc12
    0.9	7.2	0.6	-0.5
64) CN(C)c1ccc(/C=C/C(O)=C2/C(=O)NC3(C)CC2c2ccccc2O3)cc1 (stereo not given)
    -8.9	2.6	-0.1	-1.2
65) COc1ccc(N2CCN(CCCNS(=O)(=O)c3cc(Br)cc4c3N(C(C)=O)CC4)CC2)cc1
    5.4	0.2	-0.1	0.1
66) O=C(NC(=S)Nc1ccc(N2CCOCC2)cc1)c1cccc(F)c1
    -0.5	-22.9	0.1	-1.7
67) N#Cc1ccc(COc2nncc(Cl)c2Cl)cc1
    8.4	4.1	0.6	-0.5
68) COc1ccc(C2Nn3c(C)nnc3SC2C(=O)NCc2ccccc2)cc1 (stereo not given)
    -1.0	5.0	0.0	0.7
69) COCCNC(=O)CCCn1c(=S)[nH]c2cc3c(cc2c1=O)OCO3
    15.1	6.8	0.1	-1.1
70) CCOC(=O)c1cc(CC)sc1NC(=O)c1ccccc1
    -3.9	6.9	0.0	-0.2
71) COc1ccc(NC(=O)CN(c2cccc(C)c2C)S(=O)(=O)c2ccccc2)cc1Cl
    7.1	-6.1	0.0	3.5
72) O=C1C2C3CCC(C3)C2C(=O)N1c1ccc2c(c1)OCO2 (stereo not given)
    0.4	3.0	-0.2	2.4
73) O=C(NCCN1CCOCC1)C1CCN(c2nc3ccccc3n3cccc23)CC1
    10.4	4.1	0.2	0.2
74) CC1(C)Cc2cccc(OCC(N)=O)c2O1
    -17.3	1.2	0.0	1.8
75) CCC(=O)Nc1ccc(NC(=O)CSc2nnnn2C2CCCC2)cc1C
    -5.4	-5.2	-0.1	2.5
76) Cc1n[nH]c(C)c1S(=O)(=O)N1CCN(C(c2ccccc2)c2ccc(Cl)cc2)CC1 (stereo not given)
    15.1	4.5	-0.2	0.5
77) Cc1cnccc1CNC(=O)CC1C(=O)NCCN1CC(C)(C)C (stereo not given)
    11.3	2.0	0.1	0.1
78) CC(NC(=O)C1CC1)c1nnc2n1CCN(Cc1ccc(-c3cccc(Cl)c3)o1)CC2 (stereo not given)
    3.4	11.5	0.3	0.7
79) Cc1ccccc1NS(=O)(=O)c1ccc(OCC(=O)Nc2ccccc2F)cc1
    19.1	-3.4	0.2	2.3

Structures from the list above that contain a COOH group:
Results follow in this order: MITF inh	TEAD-YAP block	FBW7 activator	GPR151 ag
52) CC(C)CCC(O)(CCC(C)C)C(=O)NN(C(=O)c1ccccc1C(=O)O)c1ccccc1
    22.4	-3.0	0.1	-1.6
57) Cc1c(C(=O)O)oc2ccc(S(=O)(=O)NCC3COc4ccccc4O3)cc12 (stereo not given)
    5.5	-2.3	0.1	-0.6

High-throughput results deposited in PubChem BioAssay by The Scripps Research Institute Molecular Screening Center.
